# C-LANA FP – inhibitors of KSHV C-LANA binding to DNA, primary screen, biochemical, fluorescence polarization, FAM-LBS DNA, MBP-C-LANA, single point; inhibition, % at 9 µM; Kaposi's sarcoma herpesvirus LANA C-terminal domain (residues 932-1162) DNA binding; AID 504423, 2011; actives 0.078% (n = 340,000);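 active = highest replicate inhibition at or above 60% at 9 µM, even if other replicates fall short; inactive = all replicates below 60% inhibition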;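 note: 0% = neutral control wells and 100% = 4 µM acridine orange control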
# Keap1-Nrf2 PPI – Keap1-Nrf2 protein-protein interaction inhibitors, primary screen, biochemical, fluorescence polarization, single point; Kelch-like ECH-associated protein 1 (Homo sapiens), Q14145; Keap1 Kelch-Nrf2 peptide fluorescence polarization, 1536-well; inhibition, % at 9.4 µM; actives 0.15% (n = 340,000); in the data active = inhibition above about 12%;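 note: human Keap1 Kelch domain with fluorescein labeled Nrf2 9mer peptide probe; 0% = neutral control wells and 100% = peptide positive control; higher means more block of Keap1 binding to Nrf2 peptide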
# Target sequence (Q14145 whole entry, looked up, the tested form may be a part): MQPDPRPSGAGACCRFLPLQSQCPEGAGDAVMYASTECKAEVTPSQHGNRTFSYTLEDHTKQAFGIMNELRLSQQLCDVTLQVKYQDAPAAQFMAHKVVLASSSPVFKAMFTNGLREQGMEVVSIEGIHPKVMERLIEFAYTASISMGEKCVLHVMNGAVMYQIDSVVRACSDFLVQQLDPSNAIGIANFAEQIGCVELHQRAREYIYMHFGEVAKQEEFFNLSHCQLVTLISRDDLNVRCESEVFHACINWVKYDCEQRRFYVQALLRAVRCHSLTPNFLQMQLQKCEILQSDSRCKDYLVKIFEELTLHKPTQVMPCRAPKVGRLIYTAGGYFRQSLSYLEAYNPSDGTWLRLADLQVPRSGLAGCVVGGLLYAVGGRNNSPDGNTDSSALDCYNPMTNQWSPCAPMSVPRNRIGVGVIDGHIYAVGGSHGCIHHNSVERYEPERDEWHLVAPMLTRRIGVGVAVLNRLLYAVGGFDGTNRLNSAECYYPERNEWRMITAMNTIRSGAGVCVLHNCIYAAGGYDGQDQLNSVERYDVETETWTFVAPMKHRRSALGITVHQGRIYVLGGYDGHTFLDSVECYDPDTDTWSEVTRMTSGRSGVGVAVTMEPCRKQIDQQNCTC
# Cardiac RTF inh – cardiac RTF calcium sensitivity inhibitors, primary screen, biochemical, IANBD-TnC fluorescence, EC70 calcium; Troponin I, cardiac muscle (Homo sapiens) + Troponin T, cardiac muscle (Homo sapiens) + …; IANBD-labeled cardiac RTF, Ca2+ fluorescence; inhibition, % at 7.15 µM; actives 0.12% (n = 340,000); AID 493244, 2011;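 active = inhibition above the mean inhibition of all tested compounds plus 3 SD, cut at about 17% in these data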;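 note: assay run at fixed EC70 calcium of 1.6 mM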
# NSD2 HMT inh – NSD2 histone methyltransferase inhibitors, primary screen, biochemical, AlphaScreen, single concentration, set 2; NSD2 peptide methylation, 120 min; inhibition, % at 12.5 µM; actives 0.54% (n = 310,000); AID 743445, 2014; in the data active = inhibition above about 50%
# dFosB act – activators of delta FosB homodimer, primary screen, biochemical, fluorescence polarization, TAMRA-CDK5 oligo, single point. AID 493131, 2011. actives 0.99% (n = 340,000). Protein FosB (Mus musculus), P13346. activation, % at 25 µM. purified delta FosB; percent of positive-control signal above neutral wells;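 active = mean activation above about 17%, with every replicate also reaching it, limit read from the data, passing the limit was not always enough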;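 note: fluorescence polarization rise as delta FosB binds a TAMRA Cdk5 AP-1 oligo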
# PvdQ inh – P. aeruginosa PvdQ acylase inhibitors, primary screen, biochemical, fluorescence, plate reader and imaging, single point | purified PvdQ acylase | actives 0.063% (n = 340,000) | inhibition, % at 10 µM | PvdQ acylase [Pseudomonas aeruginosa LESB58] | AID 488965, 2010; in the data active = inhibition above about 30%, passing the limit was not always enough;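 note: 0% = vehicle neutral wells and 100% = reference inhibitor wells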
# Rtt109 Vps75 – inhibitors of C. albicans Rtt109/Vps75 HAT, primary screen, biochemical, ThioGlo CoA-SH fluorescence, plate reader. Histone acetyltransferase RTT109 (Candida albicans (strain SC5314 / ATCC MYA-2876)), …. actives 0.16% (n = 330,000). purified Rtt109/Vps75, 4 h. AID 540336, 2011. inhibition, % at 34.9 µM;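 active = inhibition of at least 50% in every replicate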
# Target sequence (Q5AAJ8 whole entry, looked up): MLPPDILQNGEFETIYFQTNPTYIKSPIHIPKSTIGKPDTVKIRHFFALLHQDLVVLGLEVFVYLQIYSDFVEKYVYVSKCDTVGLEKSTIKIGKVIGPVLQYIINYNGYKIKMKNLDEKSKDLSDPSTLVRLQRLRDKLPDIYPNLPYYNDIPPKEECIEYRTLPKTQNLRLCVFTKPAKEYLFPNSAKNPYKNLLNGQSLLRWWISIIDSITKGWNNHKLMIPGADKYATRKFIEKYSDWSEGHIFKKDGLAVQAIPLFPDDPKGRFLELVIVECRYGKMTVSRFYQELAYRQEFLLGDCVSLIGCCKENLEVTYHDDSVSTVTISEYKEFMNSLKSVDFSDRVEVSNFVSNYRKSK
# Mot1-301 SUMO – yeast Mot1-301 growth rescue at high temperature, primary screen, SUMOylation pathway inhibitor project, S. cerevisiae, ATP luminescence, 38.5C; S. cerevisiae Mot1-301 growth rescue; percent above DMSO median, 100 means doubled; growth rescue, % at 18.8 µM; actives 1% (n = 320,000);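 active = every valid replicate shows activation above 250% relative to neutral control wells; inactive = the rest, any valid replicate at or below 250%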;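 note: OY570 slx delta 5 strain wells were the positive control but not used for scaling; some compounds called inactive have numbers as strong as hits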
# CDK5 inh – inhibitors of human CDK5/p35 kinase, primary screen, biochemical, single concentration | AID 488839, 2010 | inhibition, % at 10 µM | actives 0.01% (n = 330,000) | Cyclin-dependent kinase 5 (Homo sapiens) + Cyclin-dependent kinase 5 activator 1 (Homo … | Recombinant CDK5/p35, ADP-Glo luminescence, 60 min;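 active = highest replicate inhibition of at least 50% and at least 75% of replicates reaching 50%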;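 note: plate controls were DMSO neutral control for no effect and GW8510 at 10 µM for full effect; many of its hits are not listed in these tables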
# PfHsp90 set2 – growth inhibition of PfHsp90-expressing yeast, primary screen, antimalarial PfHsp90 inhibitor project, S. cerevisiae, BacTiter-Glo luminescence, single point, set 2. BacTiter-Glo ATP, 48 h; yeast lacking PDR1 and PDR3 efflux regulators. actives 0.32% (n = 310,000). inhibition, % at 9.4 µM;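 active = every replicate shows inhibition above about 80%, whatever the replicate mean, limit read from the data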;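 note: 0% = DMSO neutral controls and 100% = 20 µM radicicol positive controls; yeast relying on Plasmodium falciparum Hsp90 in place of its own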
# RTF Ca sens act – cardiac RTF calcium sensitivity activators, primary screen, biochemical, IANBD-TnC fluorescence, EC20 calcium; IANBD-labeled TnC RTF fluorescence at EC20 calcium; 0% EC20 calcium, 100% full calcium; actives 0.24% (n = 340,000); activation, % at 7.2 µM;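 active = activation above the mean over all tested compounds plus 3 SD, cut at about 30% in these data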;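 note: rise in fluorescence read as greater calcium sensitivity of cardiac thin filaments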
# * hit, by the source's call; . = not tested or not shown.
# The opening 3 compounds, ahead of the listing:
SMILES,C-LANA FP,Keap1-Nrf2 PPI,Cardiac RTF inh,NSD2 HMT inh,dFosB act,PvdQ inh,Rtt109 Vps75,Mot1-301 SUMO,CDK5 inh,PfHsp90 set2,RTF Ca sens act
C=CCN1C(=O)C2(OCCO2)c2cc(C)ccc21,1.3,-4,4,-3,1,-6,5,6,-1.8,-18,2
CC1(C)CCCC2=C1CC1C(=O)N(c3ccccc3)C(=O)C1C2 (centres undefined),-0.2,-1,-2,-3,3,10,10,-11,0.6,1,-5
Cc1ccccc1COC[C@H](CC(C)C)N1CCN(C(=O)c2cccc(C(F)(F)F)c2)CCC1=O,1.4,-3,-11,.,-20,-13,13,-9,-0.9,1,2

# All compounds of this part, previewed entries included:
SMILES,C-LANA FP,Keap1-Nrf2 PPI,Cardiac RTF inh,NSD2 HMT inh,dFosB act,PvdQ inh,Rtt109 Vps75,Mot1-301 SUMO,CDK5 inh,PfHsp90 set2,RTF Ca sens act
C=CCN1C(=O)C2(OCCO2)c2cc(C)ccc21,1.3,-4,4,-3,1,-6,5,6,-1.8,-18,2
CC1(C)CCCC2=C1CC1C(=O)N(c3ccccc3)C(=O)C1C2 (centres undefined),-0.2,-1,-2,-3,3,10,10,-11,0.6,1,-5
Cc1ccccc1COC[C@H](CC(C)C)N1CCN(C(=O)c2cccc(C(F)(F)F)c2)CCC1=O,1.4,-3,-11,.,-20,-13,13,-9,-0.9,1,2
COc1ccc(CCNC(=O)[C@@H](NC(=O)c2ccccc2F)C(C)C)cc1OC,-1.5,-2,-2,-4,-8,-14,-3,-4,1.0,-15,-4
CS(=O)(=O)Nc1cccc(C2=NN(C(=O)c3ccc(F)cc3)C(c3cccs3)C2)c1 (centres undefined),0.2,-4,-11,-2,-12,-12,-3,8,1.2,-28,5
Cc1nc(N/N=C/c2ccc(O)cc2O)cc(N2CCOCC2)n1,2.0,-3,-3,10,-10,-9,-2,83,4.1,-18,5
COC(=O)[C@@]1(C)[C@H]2C(=O)N(C)C(=O)[C@H]2[C@H]2CN=C(SCc3ccc(Cl)cc3)N21,0.2,-4,-1,.,2,6,3,.,0.8,3,-4
O=C(Cc1ccc(Cl)cc1)NN1C(=O)c2ccccc2C1=O,0.1,-4,-5,2,1,2,.,-13,-1.1,-1,-7
CSCCC(NS(=O)(=O)c1ccc(Cl)cc1)C(=O)OCc1c(Cl)cccc1Cl (centres undefined),1.0,0,-17,0,-5,4,-1,2,1.2,4,9
Cc1csc(NC(=O)C2CCCN(S(=O)(=O)c3cccnc3)C2)n1 (centres undefined),3.1,0,-10,.,4,2,-2,10,1.0,17,2
CCCCN1C(=O)c2ccc(C(=O)Nc3cccc(C)c3C)cc2C1=O,1.0,-1,-5,2,-1,0,-9,6,-0.4,.,3
CCN(CC)S(=O)(=O)c1ccc(N2CCOCC2)c(NC(=O)c2ccc(NC(C)=O)cc2)c1,-11,-5,-6,.,-4,-4,12,166,-3.8,25,4
Cc1ccc2[nH]c3c(=O)n(CC(=O)NCCc4ccc(Cl)cc4)ncc3c2c1,0.0,-2,-1,7,1,-12,12,11,-1.4,-14,-4
CC(=O)c1c(C)[nH]c(C(=O)OCc2cc(=O)n3cc(Br)ccc3n2)c1C,-1.0,1,0,.,-13,-1,8,57,-0.6,-10,-5
COCCNC(=O)Cn1c(=O)n(Cc2ccco2)c(=O)c2ccccc21,0.8,-2,-6,-5,-1,-14,9,7,0.8,-17,5
CCc1c(C)nc2[nH]ncn2c1=O,-0.8,1,-3,-2,7,2,-3,.,1.7,5,-1
CCN(CC(=O)NCc1cccs1)C(=O)CCOc1ccccc1C,-0.5,5,1,-1,-1,7,2,-1,-1.5,-2,-3
Cc1ccc(NC(=O)C2CC(=O)NC(N3CCCCC3)=N2)cc1Cl (centres undefined),0.3,-1,-1,2,7,-1,-4,0,-0.4,-6,-8
CC(C)C(NS(=O)(=O)c1cccs1)C(=O)NCc1ccccc1 (centres undefined),0.9,4,4,-4,2,-9,4,4,-2.1,-20,0
CCOc1ccc(/C=C/C(=O)Oc2ccccc2)cc1,-2.1,-1,-3,30,-14,-9,7,-11,1.6,-55,2
CC(Sc1nc2ccccc2c(=O)n1C)C(=O)N(C)C1CCCCC1 (centres undefined),-0.1,-1,3,-4,0,-7,-1,-10,0.3,-8,-4
NC(=S)NN=C1c2cc(OCCN3CCOCC3)ccc2-c2ccc(OCCN3CCOCC3)cc21,-3.3,-6,-6,5,39*,-17,1,-7,0.7,7,3
CC(NC(=O)C(=O)NN=C1CCCCCCC1)c1ccccc1 (centres undefined),2.2,5,3,-1,-1,-6,11,-24,-1.2,17,2
Cc1nc(SCc2ccc(Cl)cc2)ncc1C(=O)O,-0.4,2,-6,-3,0,-11,-3,-11,0.2,4,4
O=C(CNC(=O)c1cccc(F)c1)OCc1cc(=O)n2cc(Br)ccc2n1,0.6,3,-7,-1,-12,-10,0,9,1.1,30,-3

# Three compounds from above, showing only dFosB act:
molecule	dFosB act
Cc1ccc2[nH]c3c(=O)n(CC(=O)NCCc4ccc(Cl)cc4)ncc3c2c1	1
Cc1nc(SCc2ccc(Cl)cc2)ncc1C(=O)O	0
CCc1c(C)nc2[nH]ncn2c1=O	7

# (continued)
SMILES,C-LANA FP,Keap1-Nrf2 PPI,Cardiac RTF inh,NSD2 HMT inh,dFosB act,PvdQ inh,Rtt109 Vps75,Mot1-301 SUMO,CDK5 inh,PfHsp90 set2,RTF Ca sens act
CCOc1ccc(-c2nnc(NC(=O)c3ccc(OCC(C)C)c(OC)c3)o2)cc1,-0.9,-1,2,-2,-13,-15,-3,0,-0.5,-120,4
CCn1c(=O)c(C(=O)Nc2ccccn2)c(O)c2ccccc21,-0.3,2,-7,2,-12,-4,.,-2,0.9,20,2
CCn1nnnc1SCC(=O)N1N=C(c2cccs2)CC1c1cccs1 (centres undefined),-2.1,-9,0,-5,-7,-10,1,.,-1.5,-5,-3
Clc1ccc(-n2nnnc2CN2CCOCC2)cc1Cl,3.0,2,-13,1,5,15,13,3,-1.0,-1,2
O=C(OCC(=O)N1CCC(Cc2ccccc2)CC1)c1ccc[nH]c1=O,2.4,0,-5,0,1,-18,14,-8,-0.3,-23,0
CCCCCOc1ccc(C(O)C(CN2CCOCC2)c2ccccc2)cc1 (centres undefined),2.2,-7,-9,-2,-28,-12,1,61,-2.0,45,-6
Nc1nc(N)c2[nH]c(-c3ccccc3)nc2n1,0.7,-1,-8,-8,1,-20,4,-8,3.8,-6,-2
CCC(C)C(NC(C)=O)C(=O)NC(=O)NC(c1ccccc1)c1ccccc1 (centres undefined),0.0,-1,-7,2,-13,-9,5,-5,1.5,-23,2
COc1ccc(NC(=O)Nc2c(C)n(-c3ccccc3)c(=O)n2C)cc1OC,-0.4,-2,-13,-3,-5,-9,2,10,1.1,-28,2
Cn1cnnc1SCC(=O)c1ccc2c(c1)NC(=O)CO2,1.4,-4,-1,1,-8,-17,7,-5,-0.6,4,-1
CN(Cc1ccccc1)C(=O)CCc1ccccc1,0.4,5,-23,-3,-3,-9,3,3,0.4,2,0
COc1ccccc1N1CCc2c(C)nc3c(OC)cccc3c21,-2.9,-2,-6,0,-16,-11,-1,-9,0.9,-13,7
CC(C)(C)OC(=O)NN1CC(=O)N2Cc3ccccc3C[C@@H]2C1=O,3.1,-3,-10,-2,2,-8,-3,-10,2.1,-12,1
Cc1ccc(CC(=O)O/N=C(\N)c2cccc([N+](=O)[O-])c2)cc1,1.3,2,11,.,4,5,10,448*,-0.7,-18,0
O=C(O)c1ccc(S(=O)(=O)NCC2CCCO2)cc1 (centres undefined),0.4,2,-3,0,0,-10,1,18,0.7,7,-3
O=C(NCCCCNC(=O)C(F)(F)F)C(F)(F)F,-9.6,-6,-3,-3,-9,-4,4,3,2.1,-14,8
CCCCN(C(=O)c1c(CC)noc1C)c1c(N)n(CC(C)C)c(=O)[nH]c1=O,-1.5,-6,-1,-7,6,-10,-10,0,-2.0,14,1
O=C(O)C1=CCCc2ccc(F)cc21,1.0,1,-5,-2,0,-8,8,.,1.1,.,0
Cc1ccc(S(=O)(=O)NC2CC2)cc1,-0.1,-1,-1,-5,4,-8,-10,13,-1.9,0,11
O=C(Nc1ccc2c(c1)CN(Cc1ccccc1O)CC2)C1CCCO1 (centres undefined),-1.1,3,2,-3,-3,-6,-4,15,0.5,-3,-3
COc1ccc(Nc2nc(NCC3CCCO3)nc(N)c2[N+](=O)[O-])cc1 (centres undefined),12,0,6,0,1,-4,4,7,1.0,11,2
CCCc1nnc(NC(=O)CN2C(=O)c3ccccc3C2=O)s1,-1.0,1,-4,-2,2,-7,3,-2,-2.3,-36,0
CN(C1CCCCC1)S(=O)(=O)c1ccc(NC(=O)c2ccco2)cc1,6.8,-5,-9,0,-11,-12,-4,-5,1.1,-14,2
CCN1CCN(C(c2nnnn2Cc2ccc3c(c2)OCO3)C(C)C)CC1 (centres undefined),0.5,-5,-3,.,-1,-13,3,.,-1.5,.,9
